# High-throughput results as filed in PubChem BioAssay.
# TRHR PAM – allosterically enhances the human TRH receptor; P34981; TRHR cells, fluo-8 calcium fluorescence, EC20 TRH enhancement; enhancement, % at 2 µM; 360,000 compounds, 0.66% hits; in the data active = enhancement above about 30%; note: 0% is about no effect
# Target sequence (P34981 whole entry, looked up): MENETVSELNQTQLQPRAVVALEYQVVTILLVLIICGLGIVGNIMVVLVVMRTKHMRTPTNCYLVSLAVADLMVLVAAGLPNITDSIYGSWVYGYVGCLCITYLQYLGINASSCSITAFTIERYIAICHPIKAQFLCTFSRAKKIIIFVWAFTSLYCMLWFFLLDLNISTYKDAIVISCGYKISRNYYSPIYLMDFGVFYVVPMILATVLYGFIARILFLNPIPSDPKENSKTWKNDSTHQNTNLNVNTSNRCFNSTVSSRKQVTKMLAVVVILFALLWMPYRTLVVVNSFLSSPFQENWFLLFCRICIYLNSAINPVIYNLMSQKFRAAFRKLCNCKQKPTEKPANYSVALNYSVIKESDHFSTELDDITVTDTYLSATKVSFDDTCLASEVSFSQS
#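 TRHR-expressing cells loaded with fluo-8 calcium dye were read kinetically (ex 480/em 530) during compound addition, then stimulated with an EC20 of TRH (10 nM final). Enhancement of the Gq-mediated intracellular calcium response was scored.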
# D1 antag – antagonists of human D1 dopamine receptor. P21728. HEK293 TREx D1 cells, calcium flux, dopamine EC80; stronger effect = lower value. activity change, negative = inhibition, % at 10 µM. 360,000 compounds, 3.2% hits. AID 504652; in the data active = activity change below about -30%; note: % is set by controls: 0 for no effect and ±100 for the full control effect
#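 Inducible Hek293 Trex D1 cells (tetracycline, overnight, 30 C). Calcium dye 30–90 min RT. Antagonist mode: EC80 dopamine added after 180 s compound read.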
# D1 ag – human D1 receptor agonism; P21728; HEK293 T-REx D1 cells, calcium flux, agonist mode; activation, % at 2 µM; 360,000 compounds, 1% hits; note: 0% is about no effect
#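 Inducible HEK293 T-REx D1 cells, force-coupled to calcium signalling, were plated at 4000 cells/well with tetracycline and held overnight at 30 C. After no-wash calcium dye loading, compound-evoked calcium rise over 180 s flagged agonists.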
# TRHR ag – activates the human TRH receptor | P34981 | TRHR cells, calcium flux fluo-8, FDSS agonist mode | activation, % at 2 µM | 360,000 compounds, 0.18% hits | AID 493084; note: 0% is about no effect
#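 In this calcium-flux screen, cells bearing human TRHR are dye-loaded with fluo-8, baselined for 10 cycles, then exposed to library compounds; positive kinetic calcium responses during the agonist phase mark hits, with TRH as control.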
# D2 antag – antagonizes the human D2 dopamine receptor; P14416; HEK293 TREx D2 cells, calcium flux, dopamine EC80; inhibition, % at 10 µM; 340,000 compounds, 2% hits; in the data active = inhibition above about 30%; note: 0% is about no effect
# Target sequence (P14416 whole entry, looked up): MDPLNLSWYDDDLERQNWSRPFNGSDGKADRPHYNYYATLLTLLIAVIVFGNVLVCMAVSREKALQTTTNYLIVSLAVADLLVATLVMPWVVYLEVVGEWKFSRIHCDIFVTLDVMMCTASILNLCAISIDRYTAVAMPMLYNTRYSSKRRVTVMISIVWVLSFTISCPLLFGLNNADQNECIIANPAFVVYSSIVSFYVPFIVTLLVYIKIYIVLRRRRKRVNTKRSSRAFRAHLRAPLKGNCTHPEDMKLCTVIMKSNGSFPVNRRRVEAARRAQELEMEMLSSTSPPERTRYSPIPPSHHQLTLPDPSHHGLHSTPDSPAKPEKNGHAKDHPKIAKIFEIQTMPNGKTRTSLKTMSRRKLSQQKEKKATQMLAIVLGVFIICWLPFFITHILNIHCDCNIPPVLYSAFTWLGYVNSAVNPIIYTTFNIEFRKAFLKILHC
#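 Tetracycline-induced HEK293 TREx cells expressing D2 receptor forced-coupled to calcium signalling, loaded with no-wash calcium dye. Compounds added and calcium flux read 180 s, then dopamine added at EC80 and read a further 180 s.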
# D2 agonist – agonists of human D2 dopamine receptor. HEK293 T-REx D2 cells, calcium flux agonist mode. P14416. 340,000 compounds, 0.53% hits. activation, % at 2 µM;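 active = activation over 3 SD above normal in the single-dose calcium agonist read, cut at about 30% in these data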; note: 0% is about no effect
#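 Tetracycline-induced HEK293 Trex cells with D2 receptor force-coupled to calcium signaling, plated overnight at 30 C and loaded with no-wash calcium dye. Calcium flux read kinetically for 180 s after compound addition; responses flag agonists.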
# D2 PAM – D2 dopamine receptor (human) potentiation | 340,000 compounds, 0.34% hits | P14416 | HEK293 T-REx D2, calcium flux, EC20 dopamine potentiation | AID 485347 | potentiation, % at 10 µM;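 active = potentiation over 3 SD above the plate norm, cut at about 30% in these data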; note: 0% is about no effect
#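 Potentiation of an EC20 dopamine calcium response is measured in a force-coupled, tetracycline-inducible Hek293 Trex D2 line. Compound-only kinetic reads over 180 s flag agonists before dopamine addition.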
# D1 potentiator – human D1 dopamine receptor positive modulation. potentiation, % at 10 µM. 360,000 compounds, 0.036% hits. P21728. AID 504651. HEK293 TREx D1 cells, calcium flux, dopamine EC20 potentiation; in the data active = potentiation above about 30%; note: 0% is about no effect
# RXFP1 antag – RXFP1 (human) relaxin receptor antagonism; HEK293-RXFP1, relaxin-stimulated cAMP HTRF, 30 min; stronger effect = lower value; activity change, negative = inhibition, % at 57.5 µM; 350,000 compounds, 0.59% hits; Q9HBX9;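 active = activity change of -60% or lower, but not beyond a set lower limit; inconclusive = change between -60% and -40%, or beyond the set limit; inactive = change above -40%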; note: % is set by controls: 0 for no effect and ±100 for the full control effect
# An asterisk follows results filed as active; ? = inconclusive; nt = no result given; & = joins results of further samples. Cut-off read from the data, not from the text of the source, unless noted: active = activation above about 30%; inactive = the rest.
SMILES,TRHR PAM,D1 antag,D1 ag,TRHR ag,D2 antag,D2 agonist,D2 PAM,D1 potentiator,RXFP1 antag
COc1ccc(OC)c(S(=O)(=O)N2CCCC(C(=O)N3CCCCCC3)C2)c1 (stereo not drawn),-2,3,0,0.0,-1,-0.4,3,-3,10
S=C(Nc1ccc(Br)cc1)N1CCN(c2ccccn2)CC1,5,-16,8,0.9,6,0.8,-9,-2,-1
O=C(c1ccc2c(c1)OCO2)N1CCC(Cc2ccccc2)CC1,3,-40*,7,-0.6,-5,-0.6,-1,-5,-3
C/C(=N\NC(=S)NC(C)C)c1ccco1,1,11,1,-0.7,2,0.6,-4,9,-11
CCc1ccccc1NC(=O)CCOc1ccccc1,1&-8,-16&-1,1&-1,-1.5&0.7,3,-2.3&0.3,2&-6,-1&1,6&1
Cc1[nH]c(=O)[nH]c(=O)c1CSc1nnc(CCCCCNC(=O)OC(C)(C)C)o1,-9,8,2,0.1,-12,-0.6,-3,-2,4
CSc1nc(NNC=O)cc(Oc2ccc(NC(C)=O)cc2)n1,-4,-26,-1,0.4,11,1.7,-2,-6,5
O=C(CCCc1ccccc1)Nc1cccnc1,6,-2,2,0.0,-6,1.0,-2,-2,-12
O=C(NCc1ccncc1)NC1CCCCC1,5,-2,1,2.8,8,1.3,4,-2,0
Cn1c2ccccc2n2c(=O)c(Cl)c(-c3ccccc3)c(C#N)c12,0,-15,1,0.3,2,0.1,-5,-6,2

# An excerpt from above in order of their number in TRHR ag, descending:
SMILES,TRHR ag
O=C(NCc1ccncc1)NC1CCCCC1,2.8
Cn1c2ccccc2n2c(=O)c(Cl)c(-c3ccccc3)c(C#N)c12,0.3
COc1ccc(OC)c(S(=O)(=O)N2CCCC(C(=O)N3CCCCCC3)C2)c1 (stereo not drawn),0.0

# Following part
SMILES,TRHR PAM,D1 antag,D1 ag,TRHR ag,D2 antag,D2 agonist,D2 PAM,D1 potentiator,RXFP1 antag
C/C(=N\NC(=S)Nc1cccc(C)c1)c1ccccc1,4,-1,2,-0.3,-6,-0.7,12,-6,-9
COC1(C2=NCCN2)COc2ccccc2O1 (stereo not drawn),-7,7,0,0.6,12,0.1,-6,-7,nt
O=S(=O)(Nc1cc(S(=O)(=O)N2CCOCC2)ccc1O)c1ccc2c(c1)OCCCO2,2,-9,3,5.8,-6,-0.3,-4,-3,7
Cc1ccc(C)c(-c2nc3ccc(N)cc3[nH]2)c1,-1,13,2,1.2,-7,0.6,1,0,3
Cc1ccsc1C(=O)N/N=C/c1ccc2c(c1)OCO2,0,-15,0,-0.8,3,-1.2,-7,3,nt
Nc1ncc(-c2ccc([N+](=O)[O-])cc2)cn1,-6,7,-1,0.7,-14,1.6,3,-2,-4
Cc1c(C(=O)Nc2ccc(S(=O)(=O)N(C)C3CCN(C)CC3)cc2)oc2c(Cl)cccc12,-3,-60*,59*,0.2,-8,1.5,1,-2,-24
Cc1cc(C)c(OCCCCCn2ccnc2)c(C)c1,-3,-25,19,-1.1,-16,-1.1,5,-2,17
CSc1ccc(S(=O)(=O)N2CCC(C(=O)Nc3ccc(C(N)=O)cc3)CC2)cc1,13,1,2,0.4,-22,0.9,-6,-5,-32
Cc1ccc(NC(=O)c2nc(S(C)(=O)=O)ncc2N(Cc2ccco2)Cc2cccs2)c(C)c1,-2,0,19,-2.7,nt,-2.1,0,-1,-11

# Compounds from the list above containing two or more sulfur atoms (3):
SMILES,TRHR PAM,D1 antag,D1 ag,TRHR ag,D2 antag,D2 agonist,D2 PAM,D1 potentiator,RXFP1 antag
O=S(=O)(Nc1cc(S(=O)(=O)N2CCOCC2)ccc1O)c1ccc2c(c1)OCCCO2,2,-9,3,5.8,-6,-0.3,-4,-3,7
CSc1ccc(S(=O)(=O)N2CCC(C(=O)Nc3ccc(C(N)=O)cc3)CC2)cc1,13,1,2,0.4,-22,0.9,-6,-5,-32
Cc1ccc(NC(=O)c2nc(S(C)(=O)=O)ncc2N(Cc2ccco2)Cc2cccs2)c(C)c1,-2,0,19,-2.7,nt,-2.1,0,-1,-11

# Further results.
SMILES,TRHR PAM,D1 antag,D1 ag,TRHR ag,D2 antag,D2 agonist,D2 PAM,D1 potentiator,RXFP1 antag
Cc1ccc(C(=O)N2CCCC(C(=O)c3ccc(Cl)cc3C)C2)cn1 (stereo not drawn),7,-5,3,0.7,7,0.5,9,-1,1
CC(C)OP(=O)(OC(C)C)C(Nc1cccc(C(=O)O)c1)c1ccccc1 (stereo not drawn),-4,-14,3,0.2,3,0.3,-11,3,-6
C=CCn1c(=O)/c(=C/c2ccc(C)o2)s/c1=C(/C#N)C(=O)c1ccccc1,-2,-3,58*,12,-4,10,2,-6,0
CCc1nc(SCC(=O)N2CCCC2)c2c(=O)n(C)c(=O)n(C)c2n1,-1,-9,1,-0.6,-8,0.3,-8,6,-2
CCOc1cc(C(=O)Nc2cc3c(cc2N2CCOCC2)n(C)c(=O)n3C)cc(OCC)c1OCC,4&2,26&0,-1&1,0.0&-0.9,17,-0.1&-0.7,8&9,-1&3,17&-11
Cc1ccc(C)c(CN2C(=O)c3ccccc3Sc3ccc(C(=O)NCc4ccco4)cc32)c1,-1,7,8,1.0,nt,0.2,1,-1,-7
Cc1ccc(Cl)cc1N(C)C(=O)c1cnc(N2CCOCC2)c2ccccc12,1,4,0,-0.1,nt,0.7,-6,-3,-9
CC(=O)c1ccc(OCC(=O)N(C)CC(=O)Nc2ccc(N3CCOCC3)cc2)cc1,-6,18,4,-0.1,-14,0.3,-9,-5,-7
COC(=O)C1=C(N)OC2=C(C(=O)CC(C)(C)C2)C1c1cccs1 (stereo not drawn),-6,-4,-1,-0.9,2,0.8,14,0,-7
CCOc1ccc(NC(=O)C2CCCN(c3c(CC)c(C)nc4ncnn34)C2)cc1 (stereo not drawn),5,7,3,-1.4,-5,0.9,-6,9,10
NC1=NC2(CCCCC2)N=C(Nc2ccc(F)cc2F)N1,21,2,-1,-0.2,-9,0.3,-3,-10,-9
CCC(=O)Nc1nnc(S(=O)(=O)N2CCCC2)s1,0,-24,0,0.5,-4,0.2,0,-6,nt
CC(C)(C)c1ccc(C(=O)N2CCC(C(=O)NCc3ccncc3)CC2)cc1,-6,-1,1,0.7,-12,0.8,5,-6,-6
O=C(NC1CCCCC1)C(c1cccnc1)N(C(=O)CCl)c1ccc(F)cc1 (stereo not drawn),-4,-4,1,0.0,-6,-0.1,0,0,5
CCOC(=O)N1CCN(C(=O)CSCC(=O)Nc2nc(-c3ccccc3)cs2)CC1,2,-7,-2,-0.8,9,1.4,5,-11,-3
O=C(CN1CCOCC1)Nc1ccccc1F,-2,4,1,0.7,15,2.5,3,4,-9
CCc1ccc(N2CC(C(=O)NC3CC3)CC2=O)cc1 (stereo not drawn),-9,-8,5,0.0,7,1.3,-5,-1,-18
Cc1ccc(S(=O)(=O)N2CCc3cc(C(=O)Nc4ccc(C)c(C)c4)ccc32)cc1,3,-10,0,0.9,nt,-0.3,-7,-1,3
Cc1cc(/C=N/Nc2nc(N)ncc2[N+](=O)[O-])c(C)n1-c1cccc(C(F)(F)F)c1,4,2,1,0.4,3,0.8,7,2,nt
CSc1nnc(-c2ccc(C(F)(F)F)cn2)o1,-2,4,0,-1.0,-18,0.1,4,1,0

# Just D1 antag and TRHR PAM, for 3 of the compounds above:
SMILES	D1 antag	TRHR PAM
COC1(C2=NCCN2)COc2ccccc2O1 (stereo not drawn)	7	-7
CCOC(=O)N1CCN(C(=O)CSCC(=O)Nc2nc(-c3ccccc3)cs2)CC1	-7	2
Nc1ncc(-c2ccc([N+](=O)[O-])cc2)cn1	7	-6

# Shown as a hit in D1 ag, among the entries above:
SMILES	TRHR PAM	D1 antag	D1 ag	TRHR ag	D2 antag	D2 PAM	D1 potentiator	RXFP1 antag
Cc1c(C(=O)Nc2ccc(S(=O)(=O)N(C)C3CCN(C)CC3)cc2)oc2c(Cl)cccc12	-3	-60*	59*	0.2	-8	1	-2	-24
C=CCn1c(=O)/c(=C/c2ccc(C)o2)s/c1=C(/C#N)C(=O)c1ccccc1	-2	-3	58*	12	-4	2	-6	0

# The results go on:
SMILES,TRHR PAM,D1 antag,D1 ag,TRHR ag,D2 antag,D2 agonist,D2 PAM,D1 potentiator,RXFP1 antag
Cc1cc(C(=O)NC(=S)Nc2ccccc2N2CCCC2)ccc1[N+](=O)[O-],-7,4,2,0.2,-1,0.3,0,4,-3
Cc1ccc(C(=O)c2c3ccc(C(F)(F)F)cc3[n+]([O-])n2CCCN)cc1,0,5,5,0.2,2,2.8,8,4,nt
COc1ccc(/C=N/Nc2ccc(C(=O)O)cc2)c(OC)c1OC,4,5,2,0.8,-14,-0.6,10,0,-2
CC(=O)Nc1ccc(C(=O)NNC(=O)C2CC2)cc1,0,12,2,0.5,15,0.6,4,-4,1
O=S(=O)(NC(=NCc1ccccc1)c1ccccc1F)c1ccccc1,-1,-8,2,-1.9,4,-2.0,1,-4,0
CCOc1ccccc1NC(=O)c1cnn2c(C(F)F)cc(-c3ccccc3)nc12,6,-6,0,0.9,nt,1.2,9,1,nt
CCN(C(=S)Nc1cccnc1)c1ccccc1,-7,-4,0,0.4,-17,-0.1,9,-6,-1
Cc1ccc(N(C(C)C(=O)Nc2ccccc2C(=O)N2CCOCC2)S(C)(=O)=O)cc1C (stereo not drawn),-4,3,4,-0.3,15,-0.6,-8,1,-3
CCOC(=O)c1c(C)[nH]c(C(=O)COC(=O)CCC2CCCC2)c1C,0,-5,-1,0.3,-18,2.2,18,2,-2
COc1ccc(CCNC(=O)C2CCCN(S(=O)(=O)N3CCCCCC3)C2)cc1OC (stereo not drawn),5,0,4,-0.3,3,0.1,-5,-4,1
CC(C)(CNC(=O)/C=C/c1ccc(F)cc1)CNC(=O)/C=C/c1ccc(F)cc1,7,-23,8,0.3,-2,-0.2,4,-10,?
C=CCn1c(SCC(=O)C(C)(C)C)nnc1-c1cccs1,-6,-13,6,-1.2,-13,-2.4,4,-5,-1
CCO[C@@H]1OC(C(=O)NC2CC2)=C[C@H](C(C)(C)C)[C@H]1CCCO,0,-16,1,-0.2,-3,0.0,5,-5,nt
CC(OC(=O)c1nsc(Cl)c1Cl)C(=O)NC(C)(C)C (stereo not drawn),1,20,-2,0.3,-5,-0.1,8,2,0
Cc1nc2cc3nc(C(F)(F)F)[nH]c3cc2[nH]1,4,0,5,0.5,nt,nt,nt,-9,13
COc1ccccc1N1CCN(S(=O)(=O)c2c(C)sc3ncn(CC(=O)N(C)c4ccc(Cl)cc4)c(=O)c23)CC1,-1,14,2,-0.2,nt,1.1,-8,3,-7

# The order is random. About 7.3% of those tested had a hit in this group.
